Screens from PubChem BioAssay.
AI-2 QS modul: Vibrio harveyi AI-2 quorum sensing modulation. activity change, % at 7.5 µM. hit rate 0.4% among 300,000. Vibrio harveyi JMH597 AI-2 luminescence/OD600 ratio, 9 h; hits give low values; strain lacks LuxN and CqsS sensors; 0 = neutral-control median; in the data active = activity change below about -75%, passing the limit was not always enough;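 note: luminescence divided by OD600 gain over 9 h not by final OD600 alone; inactives centre near 13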
aSyn UTR inh: MLPCN primary screen, SNCA 5' untranslated region | alpha-synuclein 5'UTR reporter, inhibitor activity | inhibition, % (tested at 7.5 µM) | hit rate 0.82% among 300,000 | AID 1813; in the data active = inhibition above about 60%;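 note: H4 neuroglioblastoma cells stably carrying SNCA 5'UTR luciferase fusion; 0% = DMSO wells and 100% = positive control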
HIF activator: HIF pathway transcriptional activation | U2OS HRE-luciferase reporter, luminescence; normalized: DMSO 0%, desferrioxamine 100% | activation, % at 7.5 µM (by protocol) | hit rate 0.32% among 300,000 | AID 1910;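 active = mean activation of at least 10% of the iron chelator positive control signal, with at least half of replicates also reaching 10%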
HSF-1 act: increases HSF-1 driven luciferase reporter signal | NIH3T3-HGL HSF-1 luciferase reporter, MG132, 8 h; 100% = twice DMSO control signal | activation, % at 9 µM | hit rate 1.7% among 300,000;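 active = mean replicate activation of at least 50% with a set share of replicates each reaching 50%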;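 note: 0% = median of the neutral control wells and 100% = twice that signal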
HSP90 refold inh: blocks HSP90-mediated luciferase refolding in reticulocyte lysate; Rabbit reticulocyte lysate, luciferase refolding luminescence, 3 h; inhibition, % at 5.6 µM; hit rate 0.91% among 290,000; AID 1789;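 active = inhibition above the screen-wide mean plus 3 SD, computed separately per campaign, cut at about 16% in these data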;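 note: 0% = DMSO wells and 100% = 60 µM geldanamycin wells; inhibitors lower the luminescence because luciferase stays unfolded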
SKKanGAS inh: inhibitors of SKKanGAS S. pyogenes growth in kanamycin (SK-promoter or general growth effect) | AID 1662 | hit rate 1.3% among 300,000 | inhibition, % at 7.5 µM | BacTiter-Glo, 6 h;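 active = mean replicate score, as percent of positive control median, at least 50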;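 note: strain carries kanamycin resistance gene driven by streptokinase promoter and grows in 40 µg/ml kanamycin; loss of luminescence reflects streptokinase promoter inhibition or plain growth inhibition; 0% = median of DMSO wells and 100% = positive control at its reference dose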
KLF5 inhibitor: suppresses KLF5 promoter-driven expression | AID 1700 | DLD-1 KLF5 promoter-luciferase reporter, luminescence | hit rate 0.23% among 290,000 | inhibition, % at 5 µM;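 active = inhibition above a per-plate limit of that plate's mean compound inhibition plus 3 SD, cut at about 60% in these data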;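 note: 0% = DMSO wells and 100% = LY294002 at 200 µM; higher means less KLF5 promoter-driven luciferase light; inactives centre near -14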
HSF1 inh: HSF1 inhibition | NIH3T3-HGL HSE-luciferase, MG132-induced, luminescence 8 h; hits give low values | activity change, negative = inhibition, % at 7.5 µM (by protocol) | hit rate 0.77% among 300,000 | AID 2098;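 active = more than half of replicate wells show activity change below -50%, luminescence cut by over half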;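 note: luciferase reports HSF-1 transcriptional activity via heat shock element; 0% = median of DMSO wells and -100% = zero luminescence signal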
IEC-6 tox: IEC-6 cytotoxicity, counter-screen for KLF5 inhibitors | luminescence viability | inhibition, % at 5 µM | hit rate 0.78% among 290,000 | AID 1825; in the data active = inhibition above about 22%;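 note: 0% = plate median of test compound wells and 100% = cytotoxic reference compound wells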
Platelet DG rel: platelet dense granule release activity | inhibition, %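 (compounds screened at 7.5 µM in platelet-rich plasma)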 | hit rate 0.22% among 300,000 | human platelet-rich plasma, SFLLRN dense granule ATP release, luminescence;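 active = mean replicate score, as percent of positive control, at or above 50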
* = called active by the depositor; . = not tested or not shown.

SMILES | AI-2 QS modul | aSyn UTR inh | HIF activator | HSF-1 act | HSP90 refold inh | SKKanGAS inh | KLF5 inhibitor | HSF1 inh | IEC-6 tox | Platelet DG rel
CS(=O)(=O)O/N=C1\CCCCC1c1ccc([N+](=O)[O-])cc1[N+](=O)[O-] (stereo unspecified) | 13 | -34 | 0.1 | 40 | 6 | -2 | -39 | 12 | 2 | 0
Cc1cc(C)nc(N2C(=O)CC(C(C)c3ccccc3)C2=O)n1 (stereo unspecified) | 7 | 25 | -0.1 | -10 | 5 | 7 | -32 | -12 | -2 | -4
Cc1cc(C)c(NC(=O)CNC(=O)COC(=O)Cc2cccs2)c(C)c1 | 15 | 7 | -0.8 | -3 | . | 2 | . | -1 | . | .
Cc1cc(C)cc(NC(=S)N(CCN2CCCCC2)Cc2ccco2)c1 | 6 | -26 | -0.1 | 3 | 0 | -1 | 0 | 1 | -2 | 2
COc1ccc(CNC(=O)C2CCCN(S(=O)(=O)N3CCC(C)CC3)C2)c(OC)c1 (stereo unspecified) | -1 | 10 | -0.2 | -9 | 3 | 3 | -14 | 1 | 3 | 2
Cn1c(=O)[nH]c(=O)c2c1nc(N1CCCCC1)n2CC(O)CN1CCCCC1 (stereo unspecified) | -4 | -23 | 0.8 | 5 | 0 | 8 | -12 | 2 | 2 | -1
COc1ccc(S(=O)(=O)NCCc2ccc(F)cc2)cc1 | 30 | 1 | 0.6 | 7 | -2 | -10 | -18 | 8 | -10 | 0
O=C(C1CCCN(S(=O)(=O)c2ccc([N+](=O)[O-])cc2)C1)N1CCCCC1 (stereo unspecified) | -6 | -5 | 0.8 | -11 | 7 | . | -44 | -2 | -6 | 0
O=C(O)CCC(=O)Nc1ccccc1C(=O)N1CCN(c2ccc(Cl)cc2)CC1 | 5 | 23 | -0.1 | 2 | -3 | -4 | -4 | 0 | -5 | 12
CCCCn1c(-c2sccc2C)n[nH]c1=S | 7 | 14 | 0.1 | -5 | -2 | -3 | -27 | -2 | -6 | -5
Cc1onc(-c2ccccc2)c1C1=N/C(=C\c2ccccc2F)C(=O)O1 | 2 | 5 | -0.4 | -6 | 0 | 0 | -41 | 2 | -4 | 8
Cc1nc(N)nc(-c2ccccc2O)n1 | 18 | -4 | 0.1 | 4 | -4 | -3 | -28 | -1 | 6 | 1
COc1ccc(CCNC(=O)COc2ncnc3cc([N+](=O)[O-])ccc23)cc1 | 19 | 0 | -0.1 | -10 | -2 | 2 | -18 | 7 | -2 | 1
COc1cccc(NC(=O)c2ccn(C)n2)c1 | 13 | -73 | 2.8 | 47 | -2 | 4 | -114 | 20 | 1 | 17
COc1ccc(Cn2c(N)c(S(=O)(=O)c3cccs3)c3nc4ccccc4nc32)cc1 | 17 | -6 | -1.1 | . | 1 | . | 7 | . | 0 | 5
O=C(NCCN1CCOCC1)c1ccccc1[N+](=O)[O-] | 27 | -4 | 2.1 | 1 | 2 | 3 | -1 | -9 | 2 | 2
Cc1c2c(nc3nc4ccccc4n13)CC(C)(C)CC2=O | 14 | 14 | -0.3 | -7 | -2 | -5 | -31 | -4 | 1 | 1
COc1ccccc1OC(C)C(=O)Nc1ccc(S(=O)(=O)Nc2nccs2)cc1 (stereo unspecified) | . | 9 | 0.1 | 13 | -4 | 11 | -1 | 1 | 10 | 17
Cc1[nH]n(-c2ccc(Cl)cc2)c(=O)c1C=NC12CN3CN(CN(C3)C1)C2 | -4 | -37 | 0.7 | 17 | 2 | 4 | -7 | 6 | 4 | 2
CCOC(=O)C(=O)NNc1ccccc1C | 15 | -19 | -0.1 | 3 | -1 | 3 | -18 | -11 | 0 | -1
Cc1occc1C(=O)NNC(=O)NC12CC3CC(CC(C3)C1)C2 | 16 | 16 | -21 | 8 | -12 | 0 | -20 | 1 | -7 | 0
CCN1C(=O)CC(N2CCC(C(=O)N3CCCCCC3)CC2)C1=O (stereo unspecified) | 34 | 0 | 0.2 | -9 | -1 | 3 | -15 | -6 | -1 | 4
Clc1ccc(-c2cn3cc(Cl)ccc3n2)cc1 | 6 | 10 | -9.6 | 45 | 32* | -4 | -144 | 18 | 3 | 10
O=C(CSc1n[nH]c(-c2ccc(Cl)cc2Cl)n1)Nc1ccccn1 | 8 | -1 | -0.1 | 12 | -1 | 5 | -23 | 3 | 0 | -5

The closing 2 entries of the section before come first, to join the parts:
SMILES | AI-2 QS modul | aSyn UTR inh | HIF activator | HSF-1 act | HSP90 refold inh | SKKanGAS inh | KLF5 inhibitor | HSF1 inh | IEC-6 tox | Platelet DG rel
Clc1ccc(-c2cn3cc(Cl)ccc3n2)cc1 | 6 | 10 | -9.6 | 45 | 32* | -4 | -144 | 18 | 3 | 10
O=C(CSc1n[nH]c(-c2ccc(Cl)cc2Cl)n1)Nc1ccccn1 | 8 | -1 | -0.1 | 12 | -1 | 5 | -23 | 3 | 0 | -5
C/C(=N\OCC(=O)N/N=C/c1ccc(C)cc1O)c1cccs1 | -46 | 17 | -0.3 | 6 | -1 | 33 | -29 | -3 | -6 | 4
CCOC(=O)N1CCN(c2c(N3CCOCC3)c(=O)c2=O)CC1 | 16 | 5 | -0.2 | 4 | 1 | -5 | 2 | -6 | 8 | 17
COc1ccc(CC(=O)N2CCC(n3nccc3NC(=O)C3CC3)CC2)cc1 | 10 | -35 | 1.1 | 6 | -5 | -3 | -29 | 7 | -2 | -3
Oc1ccc(C(=S)N2CCN(c3cccc(Cl)c3)CC2)cc1 | 33 | 14 | 0.9 | 26 | -1 | . | -12 | 1 | 6 | -3
CCSc1ccccc1C(=O)N1CCC2(CC1)CC(=O)c1ccccc1O2 | 22 | 8 | -0.2 | -17 | . | -13 | . | -9 | . | -9
CCCCN(C)C(=O)CCC(=O)Nc1ccc2nc(N3CCOCC3)cc(C)c2c1 | 19 | -76 | 1.1 | 6 | 5 | 2 | -48 | 4 | 13 | 8
Cc1ccc(C(=O)Nc2cc(Cl)ccc2-n2cncn2)s1 | 20 | 12 | 0.0 | -17 | . | -11 | . | 0 | . | 0
CN(Cc1cc([N+](=O)[O-])ccc1Cl)C(=O)C[n+]1ccccc1 | 38 | 8 | -18 | 11 | 8 | -3 | -20 | -7 | 1 | -1
CC1CCN(CCC(=O)Nc2ccc(Br)cc2)CC1 | 47 | -9 | 0.0 | 26 | 1 | 2 | -22 | 3 | -3 | -1
Cc1cccc(Nc2ncnc3ccccc23)c1 | 6 | -98 | 2.8 | -2 | 1 | -4 | 3 | 2 | 21 | 0
COc1cc(OC)cc(C(=O)NNC(=O)c2ccc(S(=O)(=O)N(C)c3ccccc3OC)cc2)c1 | 27 | -5 | -0.2 | 4 | 2 | -3 | -23 | -2 | 2 | 0
C[C@@H](NC(=O)C(=O)c1c[nH]c2ccccc12)c1ccccc1 | 18 | 4 | 0.1 | 7 | . | -6 | . | -5 | . | -2
O=C1CC(NNc2ccccc2)C(=O)N1c1ccccc1 (stereo unspecified) | -16 | -18 | 0.2 | 63* | -1 | 3 | -1 | 15 | -3 | -11
O=C(CN1CCN(c2ccccc2F)CC1)c1c[nH]c2ccc(F)cc12 | 2 | 8 | 0.6 | 11 | 3 | -20 | 7 | 1 | 6 | -10
COc1ccccc1NC(=O)CCCc1c[nH]c2ccccc12 | 17 | 3 | 0.0 | -2 | 1 | -1 | 1 | 8 | -10 | 3
CCC1CCCCN1C(=O)c1cc(-c2ccc(Cl)c(Cl)c2)on1 (stereo unspecified) | -22 | -94 | 2.4 | 6 | 10 | -10 | -9 | 2 | 0 | -1
COCc1nnc(NC(=O)c2cc3ccccc3o2)s1 | 19 | -50 | 4.7 | 10 | -2 | 5 | -141 | 9 | -2 | -3
Cc1ccc(C2(O)CN(c3ccccc3C)C3=[N+]2CCS3)cc1 (stereo unspecified) | 4 | -17 | 12* | 0 | 0 | -2 | -33 | 7 | -4 | 15
CCOC(=O)c1cnc(SCC(=O)N2CCN(C(=O)c3ccco3)CC2)nc1N | 30 | 3 | 0.1 | -8 | 2 | -2 | -12 | 0 | 8 | 9
CC(C)(C)c1ccc(CNC(=O)c2ccc3c(c2)NC(=O)CO3)cc1 | -31 | 16 | -0.6 | 3 | -5 | 1 | -12 | 0 | 4 | 2
CSc1ccccc1C(=O)N1CCc2ccccc2C1 | 21 | 2 | 0.9 | 5 | -1 | 1 | 3 | 1 | 4 | 1
CC(C)CCn1c(Br)nc2c1c(=O)n(CC(N)=O)c(=O)n2C | 1 | -18 | -0.4 | -14 | 6 | -4 | 17 | -5 | 3 | 0
O=c1cc(C(F)(F)F)c2sc(N3CCCCC3)nc2[nH]1 | -8 | -4 | 0.1 | -7 | 2 | -1 | -40 | -7 | 3 | 1
COCCCNC(=S)Nc1cccc(SC)c1 | 18 | 6 | 1.5 | 2 | 1 | 2 | -10 | 7 | -3 | 0
O=C(Cn1nc(C(F)F)cc1C(F)F)NNC(=S)Nc1ccc(F)cc1 | . | 25 | -0.5 | 3 | 3 | 6 | -2 | -18 | 4 | 1
COc1cc(C(=O)Nc2scc(-c3ccc(C)cc3)c2C(=O)O)cc(OC)c1OC | 32 | 1 | -16 | 14 | -8 | 45 | -5 | 2 | 2 | -9
CC(=O)N=c1scc(-c2ccccc2)n1-c1cccc(O)c1 | 8 | -3 | -5.0 | -4 | -1 | -2 | -12 | -6 | -2 | 1
Cc1nnc(-c2ccc(Oc3ccc(Br)cc3)c([N+](=O)[O-])c2)o1 | 33 | -2 | 0.0 | -4 | -1 | -1 | -25 | -14 | -6 | -1
C=CCn1c(O)c(N=Nc2ccccc2C)c2ccccc21 | 21 | 22 | -0.2 | -7 | 2 | 5 | -30 | -16 | 3 | -2
COc1nc(N(C)C)nc(N(C)c2cc(Cl)cc(Cl)c2)n1 | -3 | -7 | -1.1 | 5 | 1 | 6 | -13 | -3 | -9 | 1
O=C(NCC1CCCO1)C1c2ccccc2C(=O)N1C1CCCCCCC1 (stereo unspecified) | 13 | -19 | -0.2 | 33 | 0 | -12 | 15 | 1 | -4 | -8
CC(Sc1ccsc1[N+](=O)[O-])C(=O)NCCc1ccc(Cl)cc1 (stereo unspecified) | -14 | 23 | -0.2 | 18 | 3 | 7 | -22 | 17 | -2 | -2
O=C(NNc1nc2ccccc2s1)C1CC1 | -33 | -50 | 1.1 | . | -1 | 7 | 3 | . | 10 | 0
COc1nc(N(c2ccccc2)c2ccccc2)nc(-n2ccnc2)n1 | 1 | 8 | 0.2 | -5 | -1 | 7 | -17 | -10 | 6 | -8
CCOC(=O)C1=C(CS(=O)(=O)c2ccc(C)cc2)NC(=O)NC1c1cc(OC)c(OC)c(OC)c1 (stereo unspecified) | 34 | 16 | -0.4 | 7 | 4 | -3 | -7 | 2 | 2 | -18
CCC(C)[C@H](NC(=O)Nc1ccc(C)cc1C)C(=O)O (stereo partly specified) | 2 | 7 | -0.5 | 1 | -3 | -4 | 18 | 1 | 0 | 5
COc1ccccc1C1C(C#N)=C(N)N(N(C)C)C2=C1C(=O)CC(C)(C)C2 (stereo unspecified) | -9 | 16 | -1.1 | -2 | 0 | -2 | -31 | 0 | -4 | 2
Cc1cc(C)cc(N(CCC(=O)O)S(=O)(=O)c2ccc3ccccc3c2)c1 | 0 | 17 | -0.3 | 21 | 0 | 0 | -19 | 8 | 2 | 5

Taken from above:
For HIF activator, O=C(Cn1nc(C(F)F)cc1C(F)F)NNC(=S)Nc1ccc(F)cc1 shows -0.5
For AI-2 QS modul, COc1nc(N(c2ccccc2)c2ccccc2)nc(-n2ccnc2)n1 shows 1
